From PubChem
ABHD4 inh = ABHD4 (mouse) inhibition, primary FP screen; Q8VD66; inhibition, % at 8.92 µM; purified mABHD4, FP-Rh probe fluorescence polarization; 370,000 tested, 0.54% active;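 active = inhibition exceeding the mean over every tested compound plus 3 SD, cut at about 30% in these data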;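 note: 0% = plate median of compound wells and 100% = S159A mutant with DMSO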
Target sequence (Q8VD66 whole entry, looked up): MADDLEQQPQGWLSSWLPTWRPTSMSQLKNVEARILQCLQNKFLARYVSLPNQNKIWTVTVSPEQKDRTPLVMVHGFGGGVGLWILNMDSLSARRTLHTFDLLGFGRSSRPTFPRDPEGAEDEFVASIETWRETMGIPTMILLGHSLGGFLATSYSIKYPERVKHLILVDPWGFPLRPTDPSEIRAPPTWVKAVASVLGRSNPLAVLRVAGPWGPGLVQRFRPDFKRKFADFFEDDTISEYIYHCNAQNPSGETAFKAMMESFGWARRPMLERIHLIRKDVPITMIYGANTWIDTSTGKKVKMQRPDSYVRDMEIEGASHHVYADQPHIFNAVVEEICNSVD
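Doses – 8.92 µM, single dose · Material – wild-type mouse ABHD4 protein · Replication – single well per compound (singlicate) · Measure – percent inhibition of probe binding, normalized to plate controls · Schedule – 45 min compound pre-incubation plus 60 min probe step, 25 °C · Detection – fluorescence polarization with parallel and perpendicular emission, 525/598 nm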
rCAG RNA binder = r(CAG) repeat RNA binding; TO-PRO-1 dye displacement fluorescence; inhibition, % at 3 µM; 370,000 tested, 1.3% active; AID 651821;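 active = inhibition above the plate cutoff, the mean of all test compounds on that plate plus 3 SD, cut at about 35% in these data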;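 note: 0% = DMSO alone and 100% = 100 µM mitoxantrone as full dye displacement; higher means more dye released from RNA so lower well fluorescence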
ASAP1 inh = inhibitors of human ASAP1 ArfGAP activity | Q9ULH1 | ASAP1-stimulated ARF1 GTP hydrolysis, GDP FP detection | inhibition, % at 16.5 µM | 360,000 tested, 0.19% active | AID 624377; in the data active = inhibition above about 25%;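 note: 0% = vehicle with enzyme and substrate and 100% = no enzyme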
Target sequence (Q9ULH1 325-724 limits assumed): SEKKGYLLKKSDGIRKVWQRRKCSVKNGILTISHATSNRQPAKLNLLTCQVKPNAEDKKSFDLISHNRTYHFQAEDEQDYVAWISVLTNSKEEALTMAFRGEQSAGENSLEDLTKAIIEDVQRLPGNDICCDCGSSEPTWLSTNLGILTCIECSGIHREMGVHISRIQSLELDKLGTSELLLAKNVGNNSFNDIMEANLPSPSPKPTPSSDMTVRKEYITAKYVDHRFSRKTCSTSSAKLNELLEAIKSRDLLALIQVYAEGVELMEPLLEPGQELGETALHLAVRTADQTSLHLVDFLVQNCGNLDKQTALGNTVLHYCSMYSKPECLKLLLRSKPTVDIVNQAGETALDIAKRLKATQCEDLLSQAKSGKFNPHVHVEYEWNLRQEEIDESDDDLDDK
PG9 Ab binder = binds the HIV-1 gp120 antibody PG9. TR-FRET gp120-PG9 antibody binding. 360,000 tested, 0.43% active. AID 624416. inhibition, % at 6.7 µM; in the data active = inhibition above about 8.5%
SMARCA2 act = SMARCA2 function activation, primary screen | MG213 cells, MMTV-luciferase reporter, dexamethasone, overnight | activation, % at 9.1 µM | 370,000 tested, 1% active; in the data active = activation above about 7.8%;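 note: 0% = vehicle wells and 100% = reference activator wells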
Rev-erbA mod = Rev-erb alpha (human) modulation. P20393. Rev-erbα–FITC-DNA binding, fluorescence polarization, 90 min. activity, % at 10 µM. 370,000 tested, 0.79% active;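 active = activity above about 14%, limit read from the data; passing the limit was not always enough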;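 note: 0% = DMSO wells with 35 nM protein and 100% = DMSO wells with 750 nM protein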
ARFGAP1 inh = inhibitors of rat ARFGAP1. Q62848. Arfgap1-stimulated ARF1 GTP hydrolysis, GDP FP detection. inhibition, % at 16.5 µM. 360,000 tested, 0.26% active;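 active = inhibition above a per-plate limit, mean inhibition of low control wells plus 3 SD, cut at about 25% in these data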;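 note: 0% = DMSO wells with enzyme and 100% = wells lacking Arfgap1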
Target sequence (Q62848 1-136 limits assumed): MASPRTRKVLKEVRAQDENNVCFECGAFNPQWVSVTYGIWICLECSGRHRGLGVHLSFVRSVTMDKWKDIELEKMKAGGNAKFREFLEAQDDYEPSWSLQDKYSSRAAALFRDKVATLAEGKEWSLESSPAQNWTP
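Material: rat Arfgap1 catalytic domain, aa 1-136; also added: human ARF1(Δ1-17)-GTP substrate; compound dosing: one concentration, 16.5 µM, DMSO 1.26%; incubation: GTP hydrolysis reaction 2 h at 25 °C; measured by: Tracer-displacement fluorescence polarization with EDTA stop, 620/688 nm; evaluation: % inhibition from polarization; repeats: one replicate per compound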
NPR2 activator = GC-B (human) receptor activation | P20594 | HEK293-GC-B cells, CNP EC30, cGMP TR-FRET; 0% at EC30 CNP, 100% saturating CNP | activation, % at 10 µM | 370,000 tested, 0.11% active;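 active = activation at 10 µM reaching about 35% in either raw or pattern-adjusted values, limit read from the data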
GC-A act = GC-A (human) enzyme activation; P16066; HEK293 GC-A cells, cGMP TR-FRET, EC30 ANP; 0% at EC30 ANP, 100% saturating ANP; activation, % at 10 µM; 370,000 tested, 0.14% active; in the data active = activation above about 40%
HTRA1 inhibitor = HTRA1 (human) protease inhibition; Q92743; recombinant HTRA1, FP-rhodamine activity-based probe, fluorescence polarization; inhibition, % at 5.96 µM; 340,000 tested, 0.5% active; in the data active = inhibition above about 36%;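 note: 0% = enzyme with DMSO and 100% = wells lacking enzyme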
* hit, by the source's call; . = no result given.

Every second line gives: ABHD4 inh	rCAG RNA binder	ASAP1 inh	PG9 Ab binder	SMARCA2 act	Rev-erbA mod	ARFGAP1 inh	NPR2 activator	GC-A act	HTRA1 inhibitor
CCCCOc1ccc(-c2nnn(CC(=O)NCc3ccco3)n2)cc1
  -8	1	-1	-0.5	2	3	16	6	-1	3
Cc1cc(C)c(OCC(=O)OCC(=O)N2CCN(C(=O)c3ccco3)CC2)c(C)c1
  6	-6	4	1.7	-2	-2	-2	-4	2	-3
Cc1ccc(-c2nnn(CCOc3cccc(Br)c3)n2)cc1
  3	-1	-3	-0.4	5	2	-6	1	4	3
C=CCNC(=S)NCc1ccccc1
  -6	1	-15	-2.2	-1	4	-10	1	5	1
CC(C)Oc1ccc(NC(=O)C2CCCNC2=O)cc1 (stereo unspecified)
  3	-3	2	1.4	-1	-6	4	5	-4	1
O=c1c([N+](=O)[O-])cccn1Cc1ccc(F)cc1Cl
  2	-2	-6	-0.4	0	-4	-2	-2	5	-3
O=C(/C=C/c1ccc([N+](=O)[O-])cc1)Nc1cccc(C(=O)Nc2ccccc2C(=O)O)c1
  -24	44*	-3	0.5	-2	1	-8	0	-7	-19
COc1ccc(C(=O)Nc2ccc(C(=O)N3CCOCC3)cc2)cc1OC
  7	-2	-13	-1.1	0	-1	10	-3	0	9
CCOC(=O)[C@]12CCC=C1N(Cc1ccc3c(c1)OCO3)C(=O)[C@H](CC(=O)N1CCSCC1)C2
  -6	2	-5	1.0	2	3	0	-5	-5	.
Cc1cc(=O)n2[nH]c(CCC(=O)O)nc2n1
  0	-1	5	-1.5	1	-3	4	2	3	2
Cc1cc(=O)oc2cc(O)cc(OCc3ccccc3)c12
  -13	9	-5	1.2	-2	2	-7	1	5	-23
CC1(C)Cc2c(c(N3CCCC3)nc3sc(C(=O)Nc4ccccc4)c(N)c23)CO1
  12	14	-12	1.3	3	50*	-4	11	23	9
CN(C)CCNc1nc2c(c(=O)[nH]c(=O)n2C)n1CCCc1ccccc1
  6	-1	8	0.6	2	-7	5	-11	13	2
O=C(Cc1cccc(C(F)(F)F)c1)NCC(c1ccco1)N1CCCCC1 (stereo unspecified)
  -4	-4	1	2.8	-1	-7	-2	-4	3	-14
COc1ccc([N+](=O)[O-])cc1N(CC(=O)N1CCCC1)S(C)(=O)=O
  0	-1	1	1.3	1	-2	6	1	-2	0
CCOC(=O)C1CCCN(C2CC(=O)N(c3ccc(C)cc3)C2=O)C1 (stereo unspecified)
  4	-8	0	1.7	-2	1	1	4	-2	-1
CC(C)(C)C(=O)Nc1c2c(nn1-c1ccc(F)cc1)CSC2
  -4	3	-2	1.4	0	-7	-12	-5	-2	-15
Cc1ccsc1CN(C)C(=O)CCc1nnc(COc2ccccc2)o1
  -4	-4	4	-2.6	0	-1	8	-6	0	8
O=C(CSc1nnc(NC(=O)C2CCC2)s1)Nc1ccccc1Br
  -10	-3	12	0.1	-4	-2	7	5	-4	-7
O=C(CNc1ccc(F)cc1Cl)Nc1cccc(S(=O)(=O)N2CCCCC2)c1
  -17	6	-8	3.1	-2	1	0	-5	-4	-40
CC(C)CCNC(=O)c1nn(Cc2ccccc2)c(=O)c2ccccc12
  -5	-1	-3	0.0	-4	4	-2	4	12	0
NC(=O)c1ccccc1NC(=O)CSC1=NCCS1
  -7	-1	5	0.9	2	2	12	-1	-1	-4
COc1ccc(-n2c(O)c(/C=N/NS(=O)(=O)c3ccc(C)cc3)c3ccccc3c2=O)cc1OC
  -52	66*	7	-3.0	0	0	-6	4	-1	-17
COc1cc(NC(=O)c2ccc(-c3cccnc3)c3ccoc23)cc(OC)c1OC
  -12	2	7	-0.5	-2	-2	-2	2	6	.
Cc1cc(C(=O)NNC(=S)NCc2ccccc2)cs1
  4	1	0	-0.1	1	-3	7	1	-2	9
CCCCCn1c(CN2CCN(CCO)CC2)nc2c1c(=O)n(C)c(=O)n2C
  1	-3	1	1.0	-1	-8	10	4	-2	0
O=C(CN(c1ccc(Cl)c(C(F)(F)F)c1)S(=O)(=O)c1ccccc1)N/N=C/c1cccc2c1OCCO2
  -3	-4	0	-2.0	3	5	4	8	-1	-6
CCN(C(C)=O)c1nc(CCl)cs1
  1	-2	-10	-0.8	-2	0	-2	2	2	-2
COc1cc(/C=C2/SC(=S)N(CC(=O)NC(C)(C)C)C2=O)cc(OC)c1OC
  -12	12	8	-1.3	8.0*	7	7	-1	0	-19
Cc1ccc(S(=O)(=O)N(C)C)cc1NC(=S)Nc1cccc2ccccc12
  14	17	24	-3.4	0	-4	0	-1	5	-4

In the list so far, 2 contain a COOH group:
Every second line gives: ABHD4 inh	rCAG RNA binder	ASAP1 inh	PG9 Ab binder	SMARCA2 act	Rev-erbA mod	ARFGAP1 inh	NPR2 activator	GC-A act	HTRA1 inhibitor
O=C(/C=C/c1ccc([N+](=O)[O-])cc1)Nc1cccc(C(=O)Nc2ccccc2C(=O)O)c1
  -24	44*	-3	0.5	-2	1	-8	0	-7	-19
Cc1cc(=O)n2[nH]c(CCC(=O)O)nc2n1
  0	-1	5	-1.5	1	-3	4	2	3	2

Remaining list, next part:
Every second line gives: ABHD4 inh	rCAG RNA binder	ASAP1 inh	PG9 Ab binder	SMARCA2 act	Rev-erbA mod	ARFGAP1 inh	NPR2 activator	GC-A act	HTRA1 inhibitor
O=C(c1cc2ccccc2o1)N1CCN(S(=O)(=O)c2ccccc2)CC1
  4	1	-6	0.9	-1	-1	9	-5	0	2
CC[N+](C)(C)CC/C=C1/c2ccccc2Sc2ccc(Cl)cc21
  3	0	0	-1.4	-3	1	5	-1	2	.
COc1ccc(-c2ccc(CN3C(C(C)C)C(=O)N(Cc4cn(Cc5ccco5)nn4)CCS3(=O)=O)cc2)cn1 (stereo unspecified)
  -2	13	4	-1.6	-8	-8	-2	3	-2	-18
O=C(O)C1=C[C@@H](c2ccc3c(c2)OCO3)C[C@@H](OCCCCO)O1
  3	2	13	-1.7	0	-3	-9	4	0	-3
CCN(CC)N=Nc1ccc(C(=O)O)cc1
  4	-2	2	-3.8	1	2	1	-1	4	4
O=C(O)c1ccc(/C=N/Nc2cccc(C(F)(F)F)c2)cc1
  -2	15	-1	-0.1	8	-10	-15	1	-3	-7
O=C(CC(=O)Nc1ccccc1C(F)(F)F)Nc1ccccc1C(F)(F)F
  0	-7	23	2.5	-2	-7	-1	-1	-3	14
CC(C)C(NC(=O)c1cccs1)C(=O)NC1=NCCS1 (stereo unspecified)
  8	2	8	0.6	-2	3	8	3	0	-4
Cc1ccc(-n2nc3c(c2NC(=O)c2c(F)cccc2Cl)CS(=O)(=O)C3)cc1C
  3	7	3	-1.7	1	2	16	-2	-4	-7
CC(C)(CNC(=O)Cc1ccc(Br)cc1)N1CCOCC1
  -4	-1	-12	-1.8	0	-4	12	-4	1	6
COc1ccc(NC(=O)c2ccccc2)cc1
  4	5	-12	-0.9	7	-1	5	6	3	13
CC(C)(C)C(=O)COC(=O)c1ccc(N)c([N+](=O)[O-])c1
  4	-3	-2	-0.9	-3	0	7	7	3	-3
COc1ccccc1N1CCN(C(=O)c2cc3c(=O)n(C)c4ccccc4c3n2C)CC1
  0	4	-2	-2.5	0	-3	-6	4	-1	4
CN1CCN(c2nc3ccccn3c(=O)c2C=C(C#N)C#N)CC1
  6	-4	0	1.3	3	-4	16	1	5	-5
CCC(=O)Nc1ccc2c(c1)nc(CCN1CCCCC1)n2C
  -7	-2	-1	-2.2	0	2	7	4	4	2
CCc1nnc(NC(=O)CSc2nnc(-c3ccccc3O)o2)s1
  11	8	10	-1.1	5	-2	7	-8	-3	14
O=C(NCc1ccco1)c1nc2ncccn2n1
  7	0	4	1.1	-2	-2	9	6	3	7
CC(C)(C)c1ccc(-c2cc(C(=O)NNC(=O)Nc3ccccc3)c3ccccc3n2)cc1
  -113	16	3	-0.6	5	-6	-2	6	1	-72
COc1ccc(Cc2nnc(SCC(=O)Nc3ccc(C)c(C)c3)o2)cc1OC
  -7	-5	-6	-2.3	4	0	4	4	2	1
C=CCn1c(SCc2ccc(C#N)cc2)nnc1-c1ccccc1
  -2	-4	1	-1.3	-1	3	12	-7	-4	-3
COc1ccc(OC)c(NC(=O)COc2coc(CN3CCc4ccccc43)cc2=O)c1
  2	-1	-14	-1.0	-1	1	-12	-2	-3	-6
COc1ccc(CCNC(=O)CC2C(=O)NCCN2CC(C)(C)C)cc1 (stereo unspecified)
  0	-6	0	-1.4	-3	2	8	0	-1	1
O=C(NCCN1CCOCC1)c1cc(Sc2cccc(Cl)c2)nc2ccccc12
  1	-6	-2	-0.1	0	-2	6	-2	6	2
CCOc1ccc(S(=O)(=O)Nc2ccc(C(=O)N3CC(C)OC(C)C3)cc2)cc1 (stereo unspecified)
  1	-7	4	1.4	-1	-11	-3	2	-2	-1
O=C(O)CCN(CCC(=O)O)c1ccccc1
  -4	-1	-8	-1.5	-1	3	2	1	3	-1
CCOP(=O)(OCC)/C(C#N)=C/c1c[nH]c2ccccc12
  -7	-1	2	1.0	0	-5	-2	2	0	5
Cc1ccc(-n2c(=O)cc(N3CCCCCC3)[nH]c2=O)cc1
  -2	2	-1	-1.2	2	7	3	0	0	2
CN1C(=O)S/C(=C/c2ccc(OCc3cccc(C(=O)O)c3)cc2)C1=O
  -3	6	-1	2.6	5	-5	0	1	-1	-7
O=C(c1nc2ccc(Cl)cn2c1CNCCn1ccnc1)N1CCCCCCC1
  -2	-2	-2	1.8	-3	-3	-11	-3	2	1
